# Screening results as filed in PubChem.
# AddAB inh: less growth of phage-infected E. coli with AddAB. E. coli expressing H. pylori AddAB, absorbance growth. inhibition, % at 11.9 µM. hit rate 0.29% among 330,000; in the data active means inhibition above about 12%;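 further: 0% = vehicle wells of infected cells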
# PfHsp90 set2: reduces growth (ATP signal) of yeast expressing P. falciparum Hsp90; AID 504621; hit rate 0.32% among 310,000; inhibition, % at 9.4 µM; S. cerevisiae expressing PfHsp90, BacTiter-Glo ATP, 48 h; yeast lacking PDR1 and PDR3 efflux regulators;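 active means every replicate shows inhibition above about 80%, whatever the replicate mean, limit read from the data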;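 further: 0% = DMSO neutral controls and 100% = 20 µM radicicol positive controls; yeast relying on Plasmodium falciparum Hsp90 in place of its own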
# MOR-DOR inv ag: inverse agonists of human mu-delta opioid receptor heterodimerization; cell-based MOR-DOR heterodimer luminescence, inverse agonism; P35372+P41143; inhibition, % at 9.3 µM; hit rate 0.21% among 340,000; in the data active means inhibition above about 22%, passing the limit was not always enough;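 further: 0% = cells with DMSO and 100% = wells without cells with DMSO; values of inactives mirror those of a sister screen read the other way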
# HTR5A inv ag: inverse agonist of human HTR5A in OPRM1-OPRD1 counter-screen | P47898 | HTR5A cell line, luminescence, inverse agonism | inhibition, % at 9.3 µM | hit rate 0.083% among 340,000 | AID 504634; in the data active means inhibition mostly above about 23%, no sharp cut-off; inactive means mostly below about 18%;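 further: 0% = cells with DMSO and 100% = no-cell wells with DMSO; some compounds called inactive have numbers as strong as hits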
# Target sequence (P47898 whole entry, looked up): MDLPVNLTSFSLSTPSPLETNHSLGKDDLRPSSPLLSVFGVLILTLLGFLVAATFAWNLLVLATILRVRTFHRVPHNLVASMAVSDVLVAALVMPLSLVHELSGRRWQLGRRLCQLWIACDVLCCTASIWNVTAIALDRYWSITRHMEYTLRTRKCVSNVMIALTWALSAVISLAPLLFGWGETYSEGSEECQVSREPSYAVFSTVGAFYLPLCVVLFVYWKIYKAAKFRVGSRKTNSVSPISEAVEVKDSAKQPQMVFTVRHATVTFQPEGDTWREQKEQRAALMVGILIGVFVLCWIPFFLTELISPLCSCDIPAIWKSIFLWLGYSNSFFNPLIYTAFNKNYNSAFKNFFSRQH
# OPRM1-OPRD1 ag: agonists of human mu-delta opioid receptor heterodimerization | P35372+P41143 | cells, OPRM1-OPRD1 heterodimerization, luminescence | activation, % at 9.3 µM | hit rate 0.3% among 340,000 | AID 504326; in the data active means activation above about 18%;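 further: 0% = vehicle-treated cells and 100% = reference agonist; values of inactives mirror those of a sister screen read the other way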
# phage Ecoli inh: E. coli growth loss with phage present. inhibition, % at 11.9 µM. hit rate 0.26% among 360,000. growth absorbance; in the data active means inhibition above about 11%
# SUMO Mot1 rescue: SUMOylation pathway inhibition by Mot1-301 growth rescue; S. cerevisiae Mot1-301 growth rescue, ATP luminescence, 38.5C; percent above DMSO median, 100 means doubled; growth rescue, % at 18.8 µM; hit rate 1% among 320,000; AID 2716;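 active means every valid replicate shows activation above 250% relative to neutral control wells; inactive means the rest, any valid replicate at or below 250%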;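 further: OY570 slx delta 5 strain wells were the positive control but not used for scaling; some compounds called inactive have numbers as strong as hits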
# PKA-R1A activ: PKA-R1A complex activation; P00514+P68181; PKA-R1A dissociation, Cy5-IP20 fluorescence polarization; scaled: DMSO 0%, 113 µM cGMP 100%; activation, % at 11.4 µM; hit rate 0.083% among 340,000;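 active means percent activation above the mean of all tested compounds plus 3 SD, cut at about 19% in these data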;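 further: higher means more PKAc released from R1A so a rise in polarization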
# PKA-R2B activ: activates the human PKA-R2B holoenzyme complex; P22694+P31323; AID 504700; PKA-R2B holoenzyme dissociation, Cy5-IP20 fluorescence polarization; R2B truncated from residue 108, S112A mutant; 0% DMSO only, 100% 113 µM cGMP; hit rate 0.079% among 340,000; activation, % at 11.4 µM;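 active means activation above a cutoff set at the mean over all compounds plus 3 SD, cut at about 18% in these data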;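 further: higher means more holoenzyme dissociation and a rise in polarization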
# Target sequence (P31323 whole entry, looked up, other chains not shown, the tested form may be a part): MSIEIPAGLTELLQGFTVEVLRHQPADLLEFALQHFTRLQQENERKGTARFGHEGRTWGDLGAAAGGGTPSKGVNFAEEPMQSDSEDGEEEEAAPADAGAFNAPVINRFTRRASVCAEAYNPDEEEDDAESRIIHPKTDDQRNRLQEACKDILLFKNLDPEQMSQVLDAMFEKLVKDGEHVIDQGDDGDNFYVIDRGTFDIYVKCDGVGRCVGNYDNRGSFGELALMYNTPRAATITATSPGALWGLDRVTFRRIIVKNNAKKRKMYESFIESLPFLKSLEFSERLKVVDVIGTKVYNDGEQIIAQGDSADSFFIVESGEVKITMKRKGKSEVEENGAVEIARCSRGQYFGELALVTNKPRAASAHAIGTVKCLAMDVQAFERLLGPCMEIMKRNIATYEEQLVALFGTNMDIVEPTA
# Tat export inh: blocks Tat-dependent protein export in E. coli; E. coli MC4100 TorA-mCherry Tat export, fluorescence; inhibition, % at 10 µM; hit rate 0.036% among 340,000;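 active means mean replicate inhibition at least 50% and at least half of replicates individually reaching 50%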;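 further: exported cargo escapes ClpAP degradation while cytoplasmic cargo is degraded and loses fluorescence; 0% = median of neutral control wells and 100% = median of NaSCN control wells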
# E coli growth: counter-screen for AddAB inhibitors: E. coli growth inhibition; hit rate 0.27% among 330,000; inhibition, % at 11.9 µM; E. coli V3065 growth, OD600 absorbance, 18 h;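 active means inhibition above the campaign's mean inhibition across all tested compounds plus 3 SD, cut at about 9.9% in these data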;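 further: uninfected addAB+ strain grown without phage in ampicillin broth; 0% = DMSO wells and 100% = ciprofloxacin 0.95 µg/ml wells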
# Numbers without * were called inactive; / = no result given.
SMILES,AddAB inh,PfHsp90 set2,MOR-DOR inv ag,HTR5A inv ag,OPRM1-OPRD1 ag,phage Ecoli inh,SUMO Mot1 rescue,PKA-R1A activ,PKA-R2B activ,Tat export inh,E coli growth
CCCCn1c(N)c(N(CCOC)C(=O)CSc2n[nH]c(-c3ccc(OC)cc3)n2)c(=O)[nH]c1=O,2.8,10.3,15.4,-2.3,-2.7,1.0,23.3,-8.8,-7.3,-2.9,-2.5
Cc1ccc2[nH]c(=O)c(CN(CCc3ccccc3)C(=O)N3CCOCC3)cc2c1,-0.9,-0.8,4.7,-8.5,-0.8,2.8,-9.5,-1.3,-2.2,-0.6,0.8
COc1ccc(OC)c(NC(=O)CCC(=O)Nc2nnc(C(C)C)s2)c1,2.9,-8.0,10.8,13.1,-2.1,0.1,-12.3,0.4,1.0,22.5,-0.3
O=S(=O)(NCCO)c1ccc2c(c1)Cc1cc(S(=O)(=O)NCCO)ccc1-2,-0.4,-9.2,1.7,1.1,-0.4,1.5,12.0,7.1,7.1,-4.0,-1.8
Clc1ccc(Cl)c(-c2nn3c(COc4ccccc4)nnc3s2)c1,2.2,-14.1,10.0,4.9,-1.9,2.0,-2.0,-3.7,-2.4,9.6,2.4
Cc1ccccc1Cc1c(C)nc2c(C(=O)NCc3ccco3)cnn2c1C,-1.6,/,10.6,-38.7,-1.9,/,2.0,-10.9,2.2,7.6,-2.9
CCOc1cccc(C(=O)N2CCCN(C)CC2)c1,3.0,-1.8,-2.8,20.8,0.5,-0.1,12.7,-5.0,-3.5,-9.1,-0.3
CCOC(=O)CNC(=O)C1c2ccccc2C(=O)N(c2ccc(OC)cc2)C1c1ccc(OC)cc1 (stereo unspecified),0.4,1.6,14.6,-4.7,-2.3,3.2,-1.6,3.6,-0.8,-4.1,1.8
Cc1ccc(C)c(NC(=O)Cn2ccn(-c3ccc4c(c3)OCO4)c(=O)c2=O)c1,1.7,10.6,8.9,0.9,-1.3,2.1,-13.1,-1.0,13.9,-6.0,-2.4
Cc1cc2c3c(c1)C1(SCC(=O)N1c1ccc(F)cc1)C(=O)N3C(C)(C)CC2C (stereo unspecified),-0.1,7.3,-0.4,29.0,0.1,2.7,423.4*,-8.1,-5.8,9.2,-1.8
O=S(=O)(c1ccc(F)cc1)N1CCN(CCc2ccccc2)CC1,4.3,17.4,9.0,16.1,-1.8,1.8,-1.8,10.2,-8.8,6.9,-0.3
O=C(COC(=O)C(Cc1ccccc1)NC(=O)c1cccs1)NCc1ccccc1 (stereo unspecified),1.4,-20.2,-7.6,-17.6,1.9,3.2,2.5,-0.9,-0.4,2.3,-1.9

# Filtered by structure: those above containing a halogen.
SMILES,AddAB inh,PfHsp90 set2,MOR-DOR inv ag,HTR5A inv ag,OPRM1-OPRD1 ag,phage Ecoli inh,SUMO Mot1 rescue,PKA-R1A activ,PKA-R2B activ,Tat export inh,E coli growth
Clc1ccc(Cl)c(-c2nn3c(COc4ccccc4)nnc3s2)c1,2.2,-14.1,10.0,4.9,-1.9,2.0,-2.0,-3.7,-2.4,9.6,2.4
Cc1cc2c3c(c1)C1(SCC(=O)N1c1ccc(F)cc1)C(=O)N3C(C)(C)CC2C (stereo unspecified),-0.1,7.3,-0.4,29.0,0.1,2.7,423.4*,-8.1,-5.8,9.2,-1.8
O=S(=O)(c1ccc(F)cc1)N1CCN(CCc2ccccc2)CC1,4.3,17.4,9.0,16.1,-1.8,1.8,-1.8,10.2,-8.8,6.9,-0.3

# SUMO Mot1 rescue: entries above that show a hit
compound,AddAB inh,PfHsp90 set2,MOR-DOR inv ag,OPRM1-OPRD1 ag,phage Ecoli inh,SUMO Mot1 rescue,PKA-R1A activ,PKA-R2B activ,Tat export inh
Cc1cc2c3c(c1)C1(SCC(=O)N1c1ccc(F)cc1)C(=O)N3C(C)(C)CC2C (stereo unspecified),-0.1,7.3,-0.4,0.1,2.7,423.4*,-8.1,-5.8,9.2

# Further results follow:
SMILES,AddAB inh,PfHsp90 set2,MOR-DOR inv ag,HTR5A inv ag,OPRM1-OPRD1 ag,phage Ecoli inh,SUMO Mot1 rescue,PKA-R1A activ,PKA-R2B activ,Tat export inh,E coli growth
COc1ccc(OC)c(-n2cnc3cc(C(=O)O)ccc32)c1,0.8,-7.1,12.0,3.2,-2.9,2.7,17.7,4.1,0.4,-7.8,-1.9
COC(=O)c1ccc(Cn2nc(-c3ccccc3)ccc2=O)cc1,-1.2,1.5,12.2,-26.2,-2.6,-0.8,-11.9,-7.7,0.0,-1.2,0.5
COc1cc(C)c(S(=O)(=O)NOCc2ccc([N+](=O)[O-])cc2)c(C)c1C,1.2,17.0,-11.6,-6.4,2.4,2.4,-7.4,-11.1,-4.2,-9.6,-1.4
O=C(N1CCOCC1)n1cnc2ccccc21,0.3,-1.5,-7.3,-15.7,1.3,0.6,18.7,-1.0,-3.6,-6.4,-0.9
COCCNC(=O)/C(C#N)=C/c1c(N2CCCCCC2)nc2ccccn2c1=O,-2.0,15.8,4.5,13.4,-0.9,-2.1,-23.5,6.0,8.5,1.3,-0.5
COc1ccc(O)c(C(=O)c2cnc3c(c2)c(C)nn3CCO)c1,-0.4,-2.7,-21.9,-31.3,3.4,1.5,-2.1,3.6,5.7,8.5,-2.0
Clc1cccc(Oc2cnns2)c1Cl,1.2,5.3,3.3,2.6,-0.7,0.6,-1.2,1.3,-5.2,-1.0,0.0
CCN(CC)CCCN(Cc1cc2cc3c(cc2[nH]c1=O)OCO3)C(=S)Nc1ccc(OC)cc1,-1.6,1.1,-22.7,-5.0,4.3,4.0,-21.1,-3.2,-7.8,4.6,-1.5
CC(=O)Nc1ccc(NS(=O)(=O)c2ccc(Cl)c(C(=O)O)c2)cc1,1.5,/,-24.2,-7.8,4.8,/,-9.6,6.0,-5.9,-7.1,-1.1
O=C1NCC(c2ccccc2)(c2ccccc2)C(=O)N1,/,1.5,18.0,-3.4,-4.1,2.5,/,-3.6,3.0,-9.1,/
CCCCCC(=O)C(=O)c1ccc(O)cc1O,1.0,-8.1,1.4,-3.8,-0.3,2.9,54.7,8.6,7.4,3.2,1.2
O=C(Cc1ccc(Cl)cc1Cl)NCC1(N2CCOCC2)CCCCC1,2.9,13.5,-2.3,5.5,0.5,2.3,9.1,2.9,0.9,-1.8,-2.0
CC(C)(C)c1ccc(C(=O)NCC2CCCN2S(=O)(=O)c2ccccc2)cc1 (stereo unspecified),-0.1,/,-1.8,12.7,0.3,2.6,-14.3,0.8,-6.9,4.8,-1.3
O=C(NC1CCCCCC1)C1CCN(S(=O)(=O)c2ccccc2)CC1,0.2,/,2.2,2.1,-0.4,2.2,-17.4,-1.7,1.3,-3.4,1.7
O=C(O)c1cccc(-n2nnnc2SCc2ccccn2)c1,1.4,-19.0,-10.0,-0.5,1.6,1.4,41.8,8.7,6.4,1.6,-1.3
C/C(=N\NC(=O)c1cccs1)c1ccc(C(=O)O)s1,/,11.6,9.6,-11.1,-1.9,0.2,-7.8,-1.5,10.5,-5.6,/
COC(=O)C1=CN(CC2CCCO2)C=C(C(=O)OC)C1c1ccsc1 (stereo unspecified),-0.2,9.2,6.0,-1.7,-1.2,2.9,2.4,-7.2,-6.9,-2.1,1.8
COc1cccc(-c2sc3ccc(OC)cc3c2-c2ccc(C(N)=O)cc2)c1,2.9,-0.7,3.9,-13.8,-0.7,2.5,-7.7,0.8,-13.0,-8.4,1.1
Cc1ccc2nc(NC(=O)c3cc(-c4ccco4)nc4ccccc34)sc2c1,1.1,18.3,8.6,-3.4,-1.8,3.1,0.6,4.5,3.5,-7.1,-0.8
COC(=O)c1ccc(C(=O)OC)c(NC(=O)Oc2ccccc2)c1,1.0,-12.5,-3.5,-14.5,0.7,5.2,0.0,12.6,-2.7,-3.7,1.7
Cc1nn(Cc2c(F)cccc2Cl)c(C)c1[N+](=O)[O-],1.0,18.1,/,/,/,6.0,-8.4,/,/,-0.6,1.5
CCOC(=O)c1nn(C)c2[nH]c(=O)n(C)c(=O)c12,/,-33.4,3.9,2.1,-0.8,4.3,/,1.7,2.3,-6.0,/
Cc1ccccc1OCCCSc1nc2ccccc2[nH]1,1.0,-34.2,-71.8,-37.0,13.3,5.1,-9.5,-7.6,1.4,4.4,0.9
NS(=O)(=O)c1ccc(CCNC(=O)Nc2ccc(Cl)c(Cl)c2)cc1,1.8,-10.9,-11.0,-16.8,2.1,-0.6,-11.7,-10.0,-1.8,19.3,0.7
CCN(CC)c1ccc(C2Nc3cccc4cccc(c34)N2)cc1,-0.8,0.5,-4.7,-20.3,0.9,-0.2,-2.3,4.5,-1.3,-6.7,-1.2
CCCCn1c(/C=N/Nc2nc3ccccc3[nH]2)nc2ccccc21,2.8,-19.4,10.2,3.0,-2.0,-2.7,418.1*,-6.4,-1.7,3.5,2.6
COc1ccc(CN2CCN(c3ccccn3)CC2)cc1OCc1ccccc1,1.3,0.8,-5.5,7.8,1.0,-0.9,-12.8,0.8,5.1,-7.7,-0.3
COc1ccc(Oc2nc(-c3ccncc3)nc3ccccc23)cc1,-0.8,-32.5,/,/,/,2.0,203.8,/,/,4.3,-0.1
CCOC(=O)C1=C(C)OC(N)=C(C#N)C1c1cc(F)ccc1F (stereo unspecified),1.0,/,-1.4,-6.1,0.2,2.0,-10.7,-10.9,1.0,-0.3,-1.8
Cc1ccc(NC(=O)CSCC(=O)NCc2cccc(C(F)(F)F)c2)cc1,-1.2,/,5.5,-20.6,-0.9,-2.5,-1.6,-14.8,-4.5,5.8,-0.1
Cc1nc2ccccc2c(=O)n1NC(=O)c1ccco1,0.2,5.0,5.7,-6.6,-1.0,1.7,17.3,-2.8,-8.9,-0.9,-0.7
CC1CCN(C(=O)CN2C(=O)c3cccc4cccc(c34)C2=O)CC1,1.6,-3.9,7.7,24.2,-1.7,-1.5,10.5,1.0,-6.1,-5.8,0.5
O=[N+]([O-])c1ccccc1-c1ccc(C(=S)N2CCCCC2)o1,-0.3,-30.0,-8.9,-8.1,1.8,2.8,9.5,-0.9,-4.7,6.3,-5.5
O=C(COC(=O)/C=C/c1cccs1)NC1CCCCC1,-0.1,-7.9,13.2,-13.2,-1.9,2.0,-19.3,2.9,-4.2,-0.7,0.7
CC(c1ccco1)N(C(=O)c1ccccc1NS(=O)(=O)c1ccc(Cl)c([N+](=O)[O-])c1)c1ccccn1 (stereo unspecified),1.9,-8.4,-19.2,-9.6,3.6,1.4,76.8,-11.7,-8.1,1.0,-0.1
O=C(Nc1ccc(S(=O)(=O)N2CCCC2)cc1)C1CC(=O)N(c2ccc(F)cc2)C1 (stereo unspecified),3.9,-23.4,10.1,-2.1,-1.9,1.9,-8.5,9.4,-11.4,-0.5,0.3
O=C(Nc1nnc(-c2ccc(Cl)cc2)o1)NC1CCCCC1,3.6,10.7,-0.4,-6.0,0.1,0.9,-11.6,0.1,-0.3,-2.1,-0.4
CCC(NC(=O)c1cc(COc2cc(C)c(Cl)c(C)c2)on1)c1ccncc1 (stereo unspecified),-0.9,-8.5,-8.9,-3.8,1.8,2.0,34.5,-0.8,-4.8,-2.1,-0.8
Cn1cc([N+](=O)[O-])c(C(=O)Nc2ccc(Br)cn2)n1,0.5,0.5,8.1,-7.4,-1.6,0.2,-1.7,-3.6,-0.2,-2.3,-2.7
